Bioassay records (PubChem)
Wnt act = activators of Wnt/beta-catenin signaling. 300,000 compounds, 1.2% hits. AID 743398. activation, % at 9.35 µM. Wnt/beta-catenin reporter cell assay, activator, plate reader; in the data active = activation above about 30%, passing the limit was not always enough;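 also: 0% = neutral control wells and 100% = positive control wells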
HTR5A ag ctr = counter-screen for OPRM1-OPRD1 agonists: human HTR5A agonism. 340,000 compounds, 0.61% hits. P47898. activation, % at 9.3 µM. HTR5A agonist assay, luminescence, cell-based; in the data active = activation mostly above about 9.5%, no sharp cut-off; inactive = mostly below about 7.6%;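 also: 0% = cells with vehicle only and 100% = reference agonist; strong numbers were not always called active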
Target sequence (P47898 whole entry, looked up): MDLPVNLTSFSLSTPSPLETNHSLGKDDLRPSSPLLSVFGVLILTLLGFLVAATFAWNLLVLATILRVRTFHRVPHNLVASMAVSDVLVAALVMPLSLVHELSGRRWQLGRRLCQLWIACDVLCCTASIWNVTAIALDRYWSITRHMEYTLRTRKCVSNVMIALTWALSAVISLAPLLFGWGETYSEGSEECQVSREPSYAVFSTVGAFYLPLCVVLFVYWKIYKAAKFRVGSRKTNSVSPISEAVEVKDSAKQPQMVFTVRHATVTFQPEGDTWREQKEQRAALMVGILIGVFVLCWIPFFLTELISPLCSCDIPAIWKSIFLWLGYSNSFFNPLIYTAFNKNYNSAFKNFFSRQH
SR-BI HDL uptake = inhibitors of mouse SR-BI mediated HDL lipid uptake. Q61009. ldlA[mSR-BI] CHO cells, DiI-HDL uptake fluorescence, 3 h. inhibition, % at 12.5 µM. 320,000 compounds, 0.96% hits. AID 488896;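 active = mean replicate inhibition of at least 70% and a set share of replicates each scoring 70 or more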;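 also: 0% = median of neutral control wells and 100% = median of positive control wells; values of inactives mirror those of a sister screen read the other way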
dFosB act = enhances mouse delta FosB homodimer DNA binding; P13346; purified delta FosB, TAMRA-CDK5 oligo fluorescence polarization; percent of positive-control signal above neutral wells; activation, % at 25 µM; 340,000 compounds, 0.99% hits;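 active = mean activation above about 17%, with every replicate also reaching it, limit read from the data, passing the limit was not always enough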;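 also: fluorescence polarization rise as delta FosB binds a TAMRA Cdk5 AP-1 oligo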
Target sequence (P13346 whole entry, looked up): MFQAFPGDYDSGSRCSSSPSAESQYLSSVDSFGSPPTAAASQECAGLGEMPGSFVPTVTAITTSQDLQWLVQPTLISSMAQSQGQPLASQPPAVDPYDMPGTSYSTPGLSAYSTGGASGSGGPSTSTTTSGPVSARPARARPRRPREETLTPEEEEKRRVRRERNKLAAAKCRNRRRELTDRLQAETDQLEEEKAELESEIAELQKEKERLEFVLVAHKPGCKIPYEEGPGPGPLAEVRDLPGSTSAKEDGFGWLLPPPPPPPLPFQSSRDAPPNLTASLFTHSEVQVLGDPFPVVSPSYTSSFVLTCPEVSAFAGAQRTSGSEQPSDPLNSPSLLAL
MITF act = increases MITF-driven TRPM1 promoter luciferase signal; AID 588334; SK-MEL-5 TRPM1-promoter luciferase, 24 h; % of positive control, neutral wells = 0; activation, % at 12.5 µM; 300,000 compounds, 0.75% hits;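 active = mean activation of at least 80% with every replicate also reaching 80%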;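 also: 0% = neutral control wells and 100% = parthenolide positive control wells; values of inactives mirror those of a sister screen read the other way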
SR-BI uptake up = activators of SR-BI mediated HDL lipid uptake; CHO ldlA[mSR-BI] cells, DiI-HDL uptake fluorescence, 3 h; 100 = double the neutral-control signal; activation, % at 12.5 µM; 320,000 compounds, 0.096% hits;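 active = mean replicate activation of at least 60% and every replicate at or above 60%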;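 also: 0% = median plate neutral-control signal and 100% = twice that signal; values of inactives mirror those of a sister screen read the other way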
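Material – SR-BI-overexpressing, LDLR-lacking CHO cells · Medium – BSA-supplemented, HEPES-buffered Ham's F12, pH 7.4 · Doses – single concentration · Times – compound with DiI-HDL co-incubation, 3 h at 37 °C · Measured by – bottom-read fluorescence, 550/595 nm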
RTF Ca sens act = increases calcium sensitivity of human cardiac regulated thin filaments. IANBD-labeled TnC RTF fluorescence at EC20 calcium; 0% EC20 calcium, 100% full calcium. activation, % at 7.2 µM. 340,000 compounds, 0.24% hits. AID 493008;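 active = activation above the mean over all tested compounds plus 3 SD, cut at about 30% in these data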;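 also: rise in fluorescence read as greater calcium sensitivity of cardiac thin filaments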
CDK5 p35 inh = inhibitors of human CDK5/p35 kinase. AID 488839. inhibition, % at 10 µM. Recombinant CDK5/p35, ADP-Glo luminescence, 60 min. Q00535+Q15078. 330,000 compounds, 0.01% hits;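 active = highest replicate inhibition of at least 50% and at least 75% of replicates reaching 50%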;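 also: plate controls were DMSO neutral control for no effect and GW8510 at 10 µM for full effect; many of its hits are not listed in these tables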
PvdQ inh = blocks Pseudomonas aeruginosa PvdQ acylase activity. purified PvdQ acylase, fluorescence plate reader. inhibition, % at 10 µM. 340,000 compounds, 0.063% hits. AID 488965; in the data active = inhibition above about 30%, passing the limit was not always enough;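 also: 0% = vehicle neutral wells and 100% = reference inhibitor wells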
Rtt109 HAT inh = inhibitors of Candida albicans Rtt109/Vps75 histone acetyltransferase; purified Rtt109/Vps75, ThioGlo CoA-SH fluorescence, 4 h; Q5AAJ8; inhibition, % at 34.9 µM; 330,000 compounds, 0.16% hits;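 active = inhibition of at least 50% in every replicate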
Target sequence (Q5AAJ8 whole entry, looked up): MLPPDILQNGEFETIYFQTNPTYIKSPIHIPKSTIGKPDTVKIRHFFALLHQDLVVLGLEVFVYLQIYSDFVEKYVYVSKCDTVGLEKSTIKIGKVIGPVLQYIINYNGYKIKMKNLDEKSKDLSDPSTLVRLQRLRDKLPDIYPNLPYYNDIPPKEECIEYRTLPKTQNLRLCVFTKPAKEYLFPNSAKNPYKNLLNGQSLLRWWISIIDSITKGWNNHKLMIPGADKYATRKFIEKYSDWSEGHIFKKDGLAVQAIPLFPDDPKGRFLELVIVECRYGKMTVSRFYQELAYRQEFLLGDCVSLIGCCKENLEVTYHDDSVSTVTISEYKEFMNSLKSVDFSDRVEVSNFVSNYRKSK
Numbers without * were called inactive; & = joins results of further samples.

`COCCNC(=S)NC1CC2CCC(C1)N2Cc1ccccc1` (configuration not stated) gave Wnt act 1, HTR5A ag ctr -1, SR-BI HDL uptake -15, dFosB act 2, MITF act 4, SR-BI uptake up 15, RTF Ca sens act -1, CDK5 p35 inh -1.8, PvdQ inh -12 and Rtt109 HAT inh 2.
`O=C(COc1cccnc1[N+](=O)[O-])NCCc1ccccc1` gave Wnt act 1, HTR5A ag ctr 2, SR-BI HDL uptake 3, dFosB act -7, MITF act -3, SR-BI uptake up -3, RTF Ca sens act 2, CDK5 p35 inh -2.6, PvdQ inh -12 and Rtt109 HAT inh 7.
For Clc1ccc(Nc2ccccc2)nn1 the results were Wnt act 5, HTR5A ag ctr -3, SR-BI HDL uptake -9, dFosB act 0, MITF act 12, SR-BI uptake up 9, RTF Ca sens act 7, CDK5 p35 inh -1.4, PvdQ inh -2 and Rtt109 HAT inh -8.
CCOP(=O)(OCC)c1nc(-c2ccc(Br)cc2)oc1N1CCCCC1 was read as Wnt act -5, HTR5A ag ctr 1, SR-BI HDL uptake 15, dFosB act -15, SR-BI uptake up -15, RTF Ca sens act -3, CDK5 p35 inh 1.2, PvdQ inh -16 and Rtt109 HAT inh 11.
Cc1cc(C(=O)CCC(=O)N2CCN(c3ccccc3)CC2)c(C)s1 was read as Wnt act 0, HTR5A ag ctr -1, SR-BI HDL uptake -2, dFosB act -7, MITF act -3, SR-BI uptake up 2, RTF Ca sens act -9, CDK5 p35 inh 2.1, PvdQ inh -17 and Rtt109 HAT inh -10.
Screening Cc1ccc(S(=O)(=O)CCC(=O)NCCN2C(=O)S/C(=C\c3ccccc3)C2=O)cc1 returned Wnt act -1, HTR5A ag ctr 0, SR-BI HDL uptake -6, dFosB act -4, MITF act 0, SR-BI uptake up 6, RTF Ca sens act 2, CDK5 p35 inh -0.9, PvdQ inh -14 and Rtt109 HAT inh -2.
`CC(Oc1ccc(Br)cc1)C(=O)Nc1ccc(S(=O)(=O)Nc2nccs2)cc1` (configuration not stated) gave Wnt act -2, HTR5A ag ctr 4, SR-BI HDL uptake -5, dFosB act -9, MITF act -1, SR-BI uptake up 5, RTF Ca sens act 0, CDK5 p35 inh -0.2, PvdQ inh -13 and Rtt109 HAT inh 3.
For Cc1c(Cl)cccc1Nc1ccccc1C(=O)O the results were Wnt act -3, HTR5A ag ctr -1, SR-BI HDL uptake 2, dFosB act -3, MITF act -10, SR-BI uptake up -2, RTF Ca sens act -5, CDK5 p35 inh -0.2, PvdQ inh 8 and Rtt109 HAT inh 12.
`COc1cc(-c2n[nH]c(=S)n2Cc2ccccc2)cc(OC)c1OC` gave Wnt act -2, HTR5A ag ctr 2, SR-BI HDL uptake 4, dFosB act 0, MITF act -4, SR-BI uptake up -4, RTF Ca sens act 3, CDK5 p35 inh 1.7, PvdQ inh -11 and Rtt109 HAT inh 1.
Screening CCOc1c(Br)cc(CNc2ccc(N3CCN(C(C)=O)CC3)cc2)cc1OC returned Wnt act 2, HTR5A ag ctr 2, SR-BI HDL uptake 10, dFosB act -14, MITF act -29, SR-BI uptake up -10, RTF Ca sens act 3, CDK5 p35 inh -4.4, PvdQ inh -7 and Rtt109 HAT inh -7.
`COc1ccc(C2CC(=O)C3=C(C2)NC(C)=C(C(=O)Nc2ccccc2C)C3c2coc3ccc(C)cc3c2=O)cc1OC` (configuration not stated) gave HTR5A ag ctr 6, SR-BI HDL uptake -14, dFosB act -9, MITF act 4, SR-BI uptake up 14, RTF Ca sens act 6, CDK5 p35 inh -1.1, PvdQ inh -3 and Rtt109 HAT inh -12.
`NC1=NC(=Nc2ccc(S(=O)(=O)N3CCOCC3)cc2)c2ccccc21` gave Wnt act 4, HTR5A ag ctr 0, SR-BI HDL uptake -7, dFosB act -8, MITF act -3, SR-BI uptake up 7, RTF Ca sens act 3, CDK5 p35 inh -0.9, PvdQ inh -11 and Rtt109 HAT inh -7.
`O=C(CN1CCCC1)Nc1ccc(OC(F)(F)F)cc1` gave Wnt act 2, HTR5A ag ctr -2, SR-BI HDL uptake 0, dFosB act -8, SR-BI uptake up 0, RTF Ca sens act 7, CDK5 p35 inh 1.8, PvdQ inh -9 and Rtt109 HAT inh -1.
CCN(CC)S(=O)(=O)c1cccc(NC(=O)COC(=O)C2CC3C=CC2C3)c1 (configuration not stated) was read as Wnt act 0, HTR5A ag ctr 2, dFosB act 2, MITF act 8, RTF Ca sens act -3, CDK5 p35 inh -0.6, PvdQ inh 4 and Rtt109 HAT inh -10.
Screening O=C(CSc1nc2ccccc2c(=O)n1CCCN1CCOCC1)c1c[nH]c2ccccc12 returned Wnt act -3, HTR5A ag ctr 0, SR-BI HDL uptake 2, dFosB act -17, MITF act 14, SR-BI uptake up -2, RTF Ca sens act 0, CDK5 p35 inh 3.8, PvdQ inh 6 and Rtt109 HAT inh 11.
`CCCCOCCCNC(=O)N[C@H](C(=O)O)C(C)CC` (some centres not stated) gave Wnt act 3, HTR5A ag ctr 3, SR-BI HDL uptake -13, dFosB act 1, MITF act -1, SR-BI uptake up 13, RTF Ca sens act 2, CDK5 p35 inh -5.9, PvdQ inh -8 and Rtt109 HAT inh 3.
Screening O=C(NCc1cccnc1)c1ccc(NS(=O)(=O)c2ccccc2)cc1 returned Wnt act 0, HTR5A ag ctr -4, SR-BI HDL uptake -13, dFosB act -1, MITF act 1, SR-BI uptake up 13, RTF Ca sens act 9, CDK5 p35 inh 1.2, PvdQ inh -16 and Rtt109 HAT inh -9.
Screening O=S(=O)(Nc1ccc2cn[nH]c2c1)c1ccc(C(F)(F)F)cc1 returned Wnt act 1, HTR5A ag ctr 0, SR-BI HDL uptake -21, dFosB act -4, MITF act -11, SR-BI uptake up 21, RTF Ca sens act 0, CDK5 p35 inh -2.4, PvdQ inh -5 and Rtt109 HAT inh -3.
Screening CC(=O)N1CCc2cc(S(=O)(=O)N3CCOCC3)ccc21 returned Wnt act 8, HTR5A ag ctr 1, SR-BI HDL uptake 2, dFosB act 1, SR-BI uptake up -2, RTF Ca sens act 4, CDK5 p35 inh -0.1, PvdQ inh -10 and Rtt109 HAT inh 3.
COc1ccc(CNC(=O)Cc2cn(C)c3ccccc23)c(OC)c1 was read as Wnt act 2, HTR5A ag ctr -3, SR-BI HDL uptake 6, dFosB act -4, MITF act 0, SR-BI uptake up -6, RTF Ca sens act -5, CDK5 p35 inh 0.2, PvdQ inh 3 and Rtt109 HAT inh -1.
`Cc1sc2ncnc(NCC(c3ccco3)N3CCCC3)c2c1C` (configuration not stated) gave HTR5A ag ctr -1, SR-BI HDL uptake 25, dFosB act -8, MITF act 4, SR-BI uptake up -25, RTF Ca sens act 7, CDK5 p35 inh -1.2, PvdQ inh -11 and Rtt109 HAT inh -7.
Screening COCCOC(=O)C1=C(C)Nc2nc(C)nn2C1c1ccccc1 (configuration not stated) returned HTR5A ag ctr 9, SR-BI HDL uptake -26, dFosB act -8, MITF act -9, SR-BI uptake up 26, RTF Ca sens act 3, CDK5 p35 inh 5.4, PvdQ inh 5 and Rtt109 HAT inh -3.
`COCCNS(=O)(=O)c1cccc2cccnc12` gave Wnt act -3, HTR5A ag ctr 0, SR-BI HDL uptake -6, dFosB act -8, MITF act -3, SR-BI uptake up 6, RTF Ca sens act 5, CDK5 p35 inh 1.0, PvdQ inh -14 and Rtt109 HAT inh 5.
`O=C(c1ccccc1)N1N=C(c2ccccc2)CC1c1ccccc1` (configuration not stated) gave Wnt act -2, HTR5A ag ctr 0, SR-BI HDL uptake -8, dFosB act -9, MITF act -4, SR-BI uptake up 8, RTF Ca sens act -5, CDK5 p35 inh 0.8, PvdQ inh 9 and Rtt109 HAT inh 0.
CCCCC(c1nnnn1CC1CCCO1)N1CCN(Cc2ccccc2)CC1 (configuration not stated) was read as Wnt act -2, HTR5A ag ctr -3, SR-BI HDL uptake -15, dFosB act -4, MITF act -2, SR-BI uptake up 15, RTF Ca sens act -3, CDK5 p35 inh -0.2, PvdQ inh -8 and Rtt109 HAT inh 12.
`CC(C)CN(C(=O)COC(=O)CCc1c[nH]c2ccccc12)C1CCS(=O)(=O)C1` (configuration not stated) gave Wnt act -4, HTR5A ag ctr 1, SR-BI HDL uptake 0, dFosB act -1, MITF act 1, SR-BI uptake up 0, RTF Ca sens act 0, CDK5 p35 inh -0.4, PvdQ inh -9 and Rtt109 HAT inh 4.
O=C(Cc1cccc2ccccc12)NNC(=O)Nc1cccc(Cl)c1 was read as Wnt act -7, HTR5A ag ctr -3, SR-BI HDL uptake 3, dFosB act 31*, MITF act -5, SR-BI uptake up -3, RTF Ca sens act 6, CDK5 p35 inh 0.7, PvdQ inh 7 and Rtt109 HAT inh -4.
Screening Cc1cc(NC(=O)CN2C(=O)/C(=C/c3cccc(Br)c3)SC2=S)no1 returned Wnt act 1, HTR5A ag ctr -1, SR-BI HDL uptake 46, dFosB act 19*, MITF act 2, SR-BI uptake up -46, RTF Ca sens act 7, CDK5 p35 inh -1.3, PvdQ inh -17 and Rtt109 HAT inh -6.
`COc1ccc(Cl)cc1N(CC(=O)N1CCCCC1)S(C)(=O)=O` gave Wnt act 0, HTR5A ag ctr -3, SR-BI HDL uptake -5, dFosB act -5, MITF act -9, SR-BI uptake up 5, RTF Ca sens act 2, CDK5 p35 inh 0.6, PvdQ inh -13 and Rtt109 HAT inh 3.
`CCCCC(=O)Nc1ccc(NC(=O)c2cc(OC)c(OC)c(OC)c2)cn1` gave Wnt act 1, HTR5A ag ctr 0, SR-BI HDL uptake 45, dFosB act -1, MITF act 3, SR-BI uptake up -45, RTF Ca sens act -4, CDK5 p35 inh -3.3, PvdQ inh -4 and Rtt109 HAT inh -2.
Screening N#C/C(=N\O)c1nc(-c2ccccc2)cs1 returned Wnt act 8, HTR5A ag ctr -4&0, SR-BI HDL uptake -10&21, dFosB act 2&1, SR-BI uptake up 10&-21, RTF Ca sens act 4&-3, CDK5 p35 inh -6.1&-1.1, PvdQ inh -18&28 and Rtt109 HAT inh 9.
Screening CC(C)CN(C(=O)COC(=O)c1nc(Cl)ccc1Cl)c1c(N)n(Cc2ccccc2)c(=O)[nH]c1=O returned Wnt act 1, HTR5A ag ctr -2, SR-BI HDL uptake -14, dFosB act -1, MITF act -5, SR-BI uptake up 14, RTF Ca sens act -2, CDK5 p35 inh 0.0, PvdQ inh -14 and Rtt109 HAT inh 5.
Cc1ccc(S(=O)(=O)N2c3ccc(S(N)(=O)=O)cc3CC2C)cc1 (configuration not stated) was read as Wnt act 0, HTR5A ag ctr 2, SR-BI HDL uptake -17, dFosB act -2, MITF act -5, SR-BI uptake up 17, RTF Ca sens act -5, CDK5 p35 inh -1.2 and PvdQ inh 10.

Two entries drawn at random from the list so far, as already listed:
`O=C(c1ccccc1)N1N=C(c2ccccc2)CC1c1ccccc1` (configuration not stated) gave Wnt act -2, HTR5A ag ctr 0, SR-BI HDL uptake -8, dFosB act -9, MITF act -4, SR-BI uptake up 8, RTF Ca sens act -5, CDK5 p35 inh 0.8, PvdQ inh 9 and Rtt109 HAT inh 0.
O=C(Cc1cccc2ccccc12)NNC(=O)Nc1cccc(Cl)c1 was read as Wnt act -7, HTR5A ag ctr -3, SR-BI HDL uptake 3, dFosB act 31*, MITF act -5, SR-BI uptake up -3, RTF Ca sens act 6, CDK5 p35 inh 0.7, PvdQ inh 7 and Rtt109 HAT inh -4.
